RGS8-Gao reg: regulators of human RGS8-Galphao interaction; P09471; hit rate 0.34% among 220,000; multiplexed bead flow cytometry, RGS8-Galphao binding; actives lie on both sides; response (percent of control binding), % at 10 µM; in the data active means response below about 60% or above about 140%; inactive means in between;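 further: Galphao activated as the GDP aluminium fluoride complex binding bead-coupled RGS8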
Target sequence (P09471 whole entry, looked up): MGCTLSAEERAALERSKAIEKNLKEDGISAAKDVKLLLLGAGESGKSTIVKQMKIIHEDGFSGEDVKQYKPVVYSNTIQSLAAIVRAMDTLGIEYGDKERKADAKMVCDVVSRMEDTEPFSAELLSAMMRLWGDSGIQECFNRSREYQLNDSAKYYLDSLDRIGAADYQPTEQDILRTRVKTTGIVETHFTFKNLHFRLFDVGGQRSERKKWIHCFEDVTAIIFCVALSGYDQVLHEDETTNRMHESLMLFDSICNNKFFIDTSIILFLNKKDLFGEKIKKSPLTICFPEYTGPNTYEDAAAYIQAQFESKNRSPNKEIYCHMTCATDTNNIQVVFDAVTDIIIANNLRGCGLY
RGS7-Gao: regulators of human RGS7-Galphao interaction; P09471; Multiplexed bead flow cytometry, RGS7-Galphao binding; actives lie on both sides; binding response (% of control), % at 10 µM; hit rate 0.35% among 220,000; AID 1439; in the data active means binding response below about 49% or above about 150%; inconclusive means no clear call, values can overlap the other calls; inactive means in between;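 further: fluorescent Galphao held in activated GDP-AlF4 state binding bead-coupled RGS7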
Mcl1 Bid PPI: Mcl-1/Bid interaction inhibition. Q07820. TR-FRET Mcl-1/Bid-Dy647 peptide binding, 1536-well. inhibition, % at 21.7 µM. hit rate 0.97% among 220,000;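 active means compounds that cut the binding signal by more than half at the single screening dose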;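 further: His-tagged Mcl-1 with europium anti-His antibody binding Bid BH3 peptide; 0% = Mcl-1 plus peptide wells and 100% = peptide-only wells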
Target sequence (Q07820 whole entry, looked up): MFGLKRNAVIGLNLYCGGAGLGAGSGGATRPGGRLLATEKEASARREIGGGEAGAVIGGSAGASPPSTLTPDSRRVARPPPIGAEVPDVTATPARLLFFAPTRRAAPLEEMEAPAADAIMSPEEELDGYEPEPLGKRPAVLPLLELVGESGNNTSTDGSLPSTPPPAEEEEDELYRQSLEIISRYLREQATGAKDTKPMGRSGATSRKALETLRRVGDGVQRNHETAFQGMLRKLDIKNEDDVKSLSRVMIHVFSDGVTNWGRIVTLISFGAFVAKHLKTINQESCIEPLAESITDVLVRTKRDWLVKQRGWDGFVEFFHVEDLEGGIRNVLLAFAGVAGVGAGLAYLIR
Mcl-1 Bim block: inhibitors of Bim-Mcl-1 interaction, human. Bead-based flow cytometry, Bim peptide-Mcl-1 binding. inhibition, % at 10 µM. hit rate 0.1% among 190,000. AID 1009;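 further: 0% = no compound tracer wells and 100% = peptide blocker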
Bim-Bcl-B: inhibitors of Bim-Bcl-B interaction, human; Q9HD36; bead-based flow cytometry, Bim peptide-Bcl-B binding; inhibition, % at 10 µM; hit rate 0.073% among 190,000;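 further: 0% = tracer peptide without compound and 100% = reference inhibitor peptide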
Bcl-W Bim block: disrupts Bim peptide binding to human Bcl-W | Q92843 | bead-based flow cytometry | inhibition, % at 10 µM | hit rate 0.02% among 190,000;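 further: 0% = bound tracer without compound and 100% = peptide blocker; higher means less fluorescent Bim peptide bound to Bcl-W beads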
Bcl-2 Bim block: disrupts Bim peptide binding to human Bcl-2 | Bead-based flow cytometry, Bim peptide-Bcl-2 binding | hit rate 0.06% among 190,000 | P10415 | inhibition, % at 10 µM; in the data active means inhibition above about 40%; inconclusive means no clear call, values can overlap the other calls;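 further: 0% = no compound wells with probe peptide and 100% = reference peptide inhibitor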
Bim-Bfl-1: inhibitors of Bim-Bfl-1 interaction, human | Q16548 | Bead-based flow cytometry, Bim-Bfl-1 binding inhibition | inhibition, % at 10 µM | hit rate 0.12% among 190,000 | AID 1008;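 further: 0% = wells without compound plus tracer and 100% = blocker peptide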
Mcl1 Noxa PPI: disrupts binding of human Mcl-1 to Noxa peptide. Q07820. TR-FRET Mcl-1/Noxa peptide binding, 2 h. AID 1022. hit rate 1.5% among 220,000. inhibition, % at 21.7 µM;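 active means compounds that cut the protein-peptide binding signal by more than 50% relative to plate controls in a single-dose test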;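 further: His-tagged Mcl-1 with rhodamine Noxa BH3 peptide and terbium anti-His antibody; 0% = Mcl-1 plus Noxa peptide wells and 100% = peptide-only wells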
RGS4-Gao reg: modulates binding of RGS4 to human Galphao; P09471; Multiplexed bead flow cytometry; actives lie on both sides; binding response (% of control), % at 10 µM; hit rate 0.33% among 220,000; in the data active means binding response below about 49% or above about 150%; inactive means in between;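 further: fluorescent Galphao activated with aluminum fluoride binding bead-coupled RGS4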
Bcl-XL Bim block: human Bim-Bcl-XL interaction inhibition; Q07817; Bim peptide-Bcl-XL binding, bead flow cytometry, fluorescence; inhibition, % at 10 µM; hit rate 0.04% among 190,000; AID 1007
Target sequence (Q07817 whole entry, looked up): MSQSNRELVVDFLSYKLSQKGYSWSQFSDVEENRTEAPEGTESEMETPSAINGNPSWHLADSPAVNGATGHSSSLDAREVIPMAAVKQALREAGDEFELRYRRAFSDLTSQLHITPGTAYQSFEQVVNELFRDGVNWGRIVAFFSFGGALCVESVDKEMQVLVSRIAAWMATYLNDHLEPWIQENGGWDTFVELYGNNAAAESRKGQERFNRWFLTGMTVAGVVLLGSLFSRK
* = called active by the depositor; ? = inconclusive; / = not tested or not shown. Unless noted, no stated cut-off is given here; in the data, active means inhibition above about 40%.

| RGS8-Gao reg | RGS7-Gao | Mcl1 Bid PPI | Mcl-1 Bim block | Bim-Bcl-B | Bcl-W Bim block | Bcl-2 Bim block | Bim-Bfl-1 | Mcl1 Noxa PPI | RGS4-Gao reg | Bcl-XL Bim block | canonical_smiles |
| --- | --- | --- | --- | --- | --- | --- | --- | --- | --- | --- | --- |
| 99 | 101 | -80 | 0 | 0 | 0 | 2 | -1 | 64* | 98 | -2 | CC(C)C(=O)NC(=S)Nc1sc2c(c1C(N)=O)CCCC2 |
| 105 | 102 | 23 | 0 | -2 | 0 | -1 | -1 | 0 | 105 | 0 | c1ccc(-c2ccc(C3=Nn4c(nnc4-c4cc(-c5ccccc5)n[nH]4)SC3)cc2)cc1 |
| 107 | ? | -17 | / | / | / | / | / | -21 | 105 | / | FC(F)(F)c1ccc(-c2nnc(-c3ccccn3)c(-c3ccccn3)n2)nc1 |
| 102 | 106 | -17 | 0 | 0 | 0 | -1 | 0 | -7 | 103 | -1 | COC(=O)c1cc(=O)n(Cc2cccs2)c(=NCc2cccs2)s1 |
| 98 | 94 | 18 | -3 | -12 | -6 | -10 | -13 | 68* | 96 | -9 | O=C(Cc1cccs1)Nc1nnc(SCc2cccc3ccccc23)s1 |
| 96 | 96 | -14 | -2 | -2 | 0 | -1 | 0 | -16 | 99 | -1 | O=C(Nc1ccc(F)cc1)N(Cc1ccco1)Cc1cc2cc3c(cc2[nH]c1=O)OCO3 |
| 98 | 100 | -33 | 3 | -5 | 2 | -5 | -6 | -3 | 97 | -1 | CCC(c1nnnn1C(C)(C)C)N(Cc1ccco1)Cc1cc2cccc(C)c2[nH]c1=O (centres undefined) |
| 103 | 98 | 2 | 0 | -9 | -1 | -5 | -11 | 3 | 102 | -12 | Cc1cc(C)n(-c2ccc(OCC(=O)O)nn2)n1 |
| 101 | 101 | 0 | -2 | -3 | -4 | -5 | -1 | 4 | 98 | 0 | Cc1ccc(CN2C(=O)CCC2C(=O)NC(C)C)cc1 (centres undefined) |
| 102 | ? | -38 | / | / | / | / | / | -3 | 106 | / | COCCCNc1nc2nonc2nc1N1CCN2CCCC2C1 (centres undefined) |
| 107 | 108 | 11 | 3 | 25 | 14 | 34 | 42* | 33 | 104 | 15 | O=C(Cn1cncc1-c1ccc([N+](=O)[O-])cc1)Nc1ccccc1F |
| 96 | 100 | 14 | -3 | -4 | -3 | -6 | -2 | -3 | 100 | -2 | CN(CC(=O)Nc1ccc(S(=O)(=O)N2CCCC2)cc1)Cc1cccc(Cl)c1Cl |
| 99 | ? | -7 | 0 | 0 | -1 | 1 | -5 | 6 | 97 | 0 | CCCSc1ccc(C(=O)Nc2ccc(Cl)cc2)cn1 |
| 99 | 99 | -46 | -2 | -10 | 0 | -9 | -15 | -94 | 98 | -4 | COC(=O)Nc1sc2c(c1C(=O)NCc1ccco1)CCC2 |
| 103 | 103 | -19 | -2 | -7 | 0 | -13 | -14 | / | 102 | -15 | Cc1ccc(/C=N/N2CCN(c3ccc(Cl)cc3)CC2)o1 |
| 119 | 126 | -17 | -2 | -1 | 0 | -4 | 0 | 17 | 108 | -10 | CC(=O)Nc1ccc(S(=O)(=O)NCc2csc(-c3cccnc3)n2)cc1 |
| 104 | 100 | 4 | -1 | -5 | -2 | 1 | -4 | -9 | 94 | 0 | CN1CCN(Cc2nc3ccccc3c(=O)n2CC#N)CC1 |
| 104 | 98 | -17 | -5 | -7 | -3 | -4 | -3 | 4 | 100 | -6 | CCCCOC(=O)Oc1ccc2c(=O)c(Oc3cc(C)cc(C)c3)coc2c1 |
| 101 | 103 | -9 | -1 | -5 | 2 | -5 | -11 | 14 | 102 | -16 | N#Cc1cc(-c2ccc(Cl)cc2)cnc1Sc1ccc(F)cc1 |
| 103 | 102 | 14 | -5 | -7 | 0 | -11 | -19 | 4 | 103 | -9 | COc1cccc(Cn2c(Oc3cccc(C)c3)nc3c2c(=O)n(C)c(=O)n3C)c1 |
| 96 | 101 | -49 | 0 | -1 | 0 | -6 | -5 | 18 | 96 | 0 | CC(C)CCNc1c(-c2cccs2)nc2ccccn12 |
| 100 | 101 | -15 | 1 | -1 | 0 | 0 | -4 | 15 | 103 | -3 | COc1ccc(-c2noc(CCC(=O)NCCCN3CCN(c4ccccc4F)CC3)n2)cc1 |
| 105 | 108 | -37 | -3 | -4 | -2 | 1 | 0 | 3 | 108 | -4 | O=C(NC(=S)Nc1ccc(N2CCOCC2)cc1)c1ccc(Cl)cc1 |
| 102 | 94 | -27 | -5 | -5 | -3 | -3 | 3 | 22 | 99 | -6 | O=C(Nc1nc2ccc(Oc3ccccc3)cc2s1)c1cc([N+](=O)[O-])ccc1N1CCOCC1 |
| 95 | 126 | -52 | -2 | -7 | 3 | -7 | -10 | 13 | 99 | -2 | O=C(O)C1CSC(CCc2ccccc2)N1 (centres undefined) |
| 102 | 103 | -20 | -4 | -2 | -3 | 1 | -4 | 16 | 102 | -4 | CC(C)(C)NC(=O)c1cc(C(C)(C)C)c(O)c(C(C)(C)C)c1 |
| 103 | 99 | -64 | 0 | -1 | 3 | 3 | 0 | -5 | 106 | -1 | CNC(=S)N1CCN(c2ccccn2)CC1 |
| 102 | 99 | 0 | -3 | -5 | -1 | -7 | -3 | 11 | 101 | -4 | Cc1nc2cc3c(cc2c(C)c1C(=O)OC(C)C)OCO3 |
| 103 | 103 | -10 | -1 | -7 | 4 | -9 | -8 | 8 | 99 | 0 | CCOC(=O)COc1cccc2c(=O)n(CC(=O)N3CCCc4ccccc43)ccc12 |
| 99 | 99 | -1 | -1 | -9 | -2 | -10 | -12 | 12 | 100 | 8 | CCOC(=O)CNC(=O)Nc1ccccc1C(=O)OC |
| 95 | 94 | -7 | 0 | -2 | 0 | 0 | -3 | 5 | 94 | -3 | O=C(Nc1ccc(CN2CCCCC2)cc1)c1cccc(Br)c1 |
| 95 | 93 | -16 | -5 | -18 | -4 | -1 | -1 | 8 | 95 | -6 | CCN1CC=C2C(C#N)=C(N)C(C#N)(C#N)C(c3cc(Cl)ccc3Cl)C2C1 (centres undefined) |
| 97 | 94 | 5 | -2 | 0 | -3 | -3 | 0 | 9 | 96 | -4 | Cc1cc([N+](=O)[O-])nn1CCCC(=O)Nc1cccc(Cl)c1Cl |
| 22* | ? | -29 | / | / | / | / | / | -14 | 17* | / | COc1ccccc1-c1c(C)nn2c(N3CCC(C)CC3)cc(C)nc12 |
| 99 | 101 | 3 | 17 | 3 | 3 | 8 | 12 | 11 | 98 | 1 | N=C1N(/N=C/c2ccccc2)C(=Nc2ccccc2)C(=S)N1c1ccccc1 |
| 98 | ? | 0 | / | / | / | / | / | -8 | 91 | / | COc1ccc(/C=N/NC(=O)CSCC(=O)Nc2ccccc2)cc1 |
| 99 | 100 | 5 | 3 | 3 | 2 | 1 | 4 | 10 | 103 | 2 | CCn1c(=O)cc(SCC(=O)N2CCN(c3ccccc3F)CC2)c2ccccc21 |
| 98 | 106 | -1 | -7 | -8 | -3 | -8 | -1 | 11 | 102 | -7 | COc1ccc(C(C)=O)cc1CSc1nnc(Nc2c(C)cccc2C)s1 |
| 96 | 92 | -6 | -5 | -11 | -7 | -7 | -8 | -2 | 85 | -7 | CCOCCCNC(=O)Cn1cc2c(n1)CCCCC2 |
| 96 | ? | -14 | / | / | / | / | / | -6 | 91 | / | CN(/N=C/c1ccccc1Cl)c1ncc(Cl)cc1C(F)(F)F |
| 102 | ? | 11 | / | / | / | / | / | -11 | 105 | / | CCOc1ccc(S(=O)(=O)NCCC(=O)OCC(=O)Nc2cc(C)on2)cc1 |
| 104 | 101 | 0 | 0 | -6 | -1 | -12 | -18 | 21 | 102 | -3 | Cc1nc(NCc2ccco2)c(C#N)c2c1COC(C)(C)C2 |
| 104 | 102 | -69 | -1 | -7 | 0 | -4 | -4 | -13 | 104 | 0 | Nc1nc(C2CCCCC2)cs1 |
| 102 | 101 | -27 | 1 | -6 | 0 | -6 | -5 | -12 | 101 | -3 | COc1ccc(OCC(=O)Nc2ccc(N3CCOCC3)c(Cl)c2)cc1 |
| 96 | 91 | -2 | -3 | -10 | -1 | -9 | -17 | 5 | 92 | -7 | Cc1ccc(NC(=O)CN2CCC(C(=O)c3ccc4c(c3)OCCO4)CC2)cc1 |
| 105 | 109 | 19 | -4 | -3 | 0 | -6 | 1 | 96* | 104 | -1 | CN(C)c1ccc(/C=N/N(Cc2ccccc2)c2ccccc2)cc1 |
| 105 | 106 | 7 | 0 | 0 | 1 | -3 | -5 | 8 | 108 | 0 | O=C1C2C3C=CC(C3)C2C(=O)N1CCCCCCN1C(=O)C2C3C=CC(C3)C2C1=O (centres undefined) |
| 100 | 102 | -41 | 1 | -4 | 2 | -1 | -4 | 11 | 100 | -2 | Cc1ccc(SCC(=O)Nc2ccc(S(=O)(=O)Nc3ncccn3)cc2)cc1 |
| 83 | 85 | -27 | -7 | 0 | -3 | -2 | 6 | -19 | 92 | -3 | CCOC(=O)c1ccc(N2CCN(c3ccccc3F)CC2)c(NC(=O)Nc2ccccc2)c1 |
| 96 | 93 | -9 | -3 | -4 | -3 | -10 | -12 | -9 | 91 | -7 | COCCN1C(=O)c2ccccc2C(C(=O)NCCN(C)C)C1c1ccc(F)cc1 (centres undefined) |
| 101 | 94 | -48 | 1 | -1 | -1 | -3 | 1 | 5 | 93 | 0 | O=C(Cc1cccs1)Nn1c(Cc2cccs2)nc2ccccc2c1=O |
| 100 | 97 | -2 | 0 | -6 | -3 | -5 | -11 | / | 97 | -3 | C/C(=C\C(=O)Nc1cc(C)on1)c1ccccc1 |
| 106 | 104 | 18 | -1 | -6 | 0 | -10 | -11 | 22 | 103 | -1 | Cc1ccc(NC(=O)c2nc[nH]c2C(=O)N2CCCCC2)c(C(=O)c2ccccc2)c1 |
| 105 | 100 | -21 | -3 | -5 | -6 | -1 | 0 | -10 | 103 | -6 | CNC(=O)CN(c1cc(OCCOC)c(Cl)cc1Cl)S(=O)(=O)c1ccccc1 |
| 101 | ? | 8 | / | / | / | / | / | 6 | 105 | / | Cc1cc(NC(=O)CN2C(=O)NC3(CCCCCC3)C2=O)no1 |
| 102 | 103 | -22 | -3 | -4 | -3 | -2 | -2 | -3 | 106 | -3 | Cc1ccc(NC(=S)NCc2ccc3c(c2)OCO3)cc1C |
| 99 | 99 | -26 | -5 | -33 | 3 | 0 | 7 | 4 | 96 | -3 | COc1ccc(-n2c(CNC(=O)COc3ccc(Cl)cc3Cl)n[nH]c2=S)cc1 |
| 103 | ? | 13 | 0 | 0 | 3 | -3 | -1 | 19 | 103 | -3 | CN(C(=O)COC(=O)c1ccc(Cl)cc1N)C1CCCCC1 |
| 102 | 96 | -43 | -4 | -8 | -2 | -11 | -15 | 24 | 100 | -6 | CC(=O)NN1C(=O)/C(=C/c2ccc(Br)o2)SC1=S |
| 103 | 94 | -9 | -3 | -3 | -2 | -6 | -4 | 0 | 95 | 2 | CC(=O)c1ccc(N2CCN(C(=O)c3ccc(NC(=O)C4CCCO4)cc3)CC2)cc1 (centres undefined) |
| 88 | 100 | -2 | -4 | 0 | -4 | 0 | 6 | -3 | 106 | -6 | O=C(Nc1ccc(S(=O)(=O)N2CCCCC2)cc1)c1ccc(CN2CCOCC2)cc1 |
| 103 | 103 | -15 | -4 | -8 | -2 | -10 | -14 | 2 | 107 | -6 | Cc1ccc(-c2nc(C)sc2CC(=O)Nc2cccc(C)c2C)cc1 |

Assay outcomes: PubChem BioAssay, several laboratories
